Assay outcomes (PubChem BioAssay)
SV40 large T antigen – TAg ATPase/helicase activity blockers – biochemical (AID 1903); SV40 large T antigen ATPase/helicase inhibition assay; higher % means a stronger effect; one-dose inhibition, % at 20 µM; IC50 in µM for titrated hits; actives 0.39% (n = 310,000); in the data active means a potency from the dose series; further: strong numbers were not always called active
NTR1 agonist – NTR1-driven beta-arrestin-GFP spot formation – imaging, U2OS cells, high content, primary screen (AID 493036). agonist mode. activation, % at 20 µM. actives 0.17% (n = 330,000). P30989;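 active means activation at or above 40% of the spot to cytoplasm intensity ratio, with at least 20 cells analyzed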;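 further: 0% = DMSO without peptide and 100% = 100 nM NTR1 peptide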
Target sequence (P30989 whole entry, looked up): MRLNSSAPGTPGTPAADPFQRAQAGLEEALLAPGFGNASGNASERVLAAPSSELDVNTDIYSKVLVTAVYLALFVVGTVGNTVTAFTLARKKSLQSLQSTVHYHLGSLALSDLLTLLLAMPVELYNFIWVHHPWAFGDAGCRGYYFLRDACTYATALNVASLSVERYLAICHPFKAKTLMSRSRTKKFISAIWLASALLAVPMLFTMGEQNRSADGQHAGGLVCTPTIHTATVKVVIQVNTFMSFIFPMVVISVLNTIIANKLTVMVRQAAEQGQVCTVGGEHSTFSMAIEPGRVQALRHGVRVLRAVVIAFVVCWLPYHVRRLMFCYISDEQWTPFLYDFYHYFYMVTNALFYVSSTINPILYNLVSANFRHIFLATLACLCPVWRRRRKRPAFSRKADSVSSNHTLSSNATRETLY
T cell modulator – modulates CD8 T cell binding to vesicles; 2C CD8+ T cell-vesicle binding, flow cytometry; active compounds read low; calls only at 7 µM; actives 0.068% (n = 330,000); AID 2052;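 active means response, share of CD8 T cells binding vesicles, and their 90th percentile fluorescence all below set limits, cut at about 80% in these data, passing the limit was not always enough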
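Benchmarks: naked versus QL9-loaded vesicles / Assay system: purified 2C TCR transgenic mouse naive CD8+ T cells / Technique: high-throughput flow cytometry with anti-B7-1 and anti-CD8 staining / Timing: Cell–vesicle co-incubation 1.5 h at 37 °C, staining 20 min on ice / Read-out: percent CD8+ FL2 mean versus row control / Probe or stimulus: QL9-loaded Drosophila micro-vesicles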
MgcRacGAP inhibition – MgcRacGAP GTPase-activating activity inhibitors, confirmation, biochemical, ADP Hunter fluorescence. MgcRacGAP-stimulated Rac1 GTP hydrolysis, ADP Hunter fluorescence; higher % means a stronger effect; GST-tagged Rac1 F28L mutant substrate. one-dose inhibition, % at 30 µM; IC50 in µM for titrated hits. actives 0.6% (n = 340,000);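 active means first-screen hits whose inhibition reached a set limit at any dose in the follow-up dose series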;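 further: fluorescence reports GDP produced by GAP-driven GTP hydrolysis; strong numbers were not always called active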
K1F lysis inhibition – protection from phage-mediated lysis, alamar blue read-out – E. coli UTI89, K1F phage, bacterial capsule biogenesis inhibitors (AID 488966); actives 0.02% (n = 340,000); inhibition, % at 100 µM, or IC50 in µM where a hit was titrated; E. coli UTI89 K1F phage lysis, alamar blue, 2 h; higher % means a stronger effect;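 active means phage lysis inhibition, versus mean bacterial control, above a set limit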;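 further: capsule biogenesis inhibitors block K1F phage lysis so surviving cells raise fluorescence; higher fluorescence means more inhibition of phage lysis; actives were called in the ten point dose series up to 300 µM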
Salmonella PhoP GFP – inhibitors of PhoP regulon expression, primary screen, Salmonella Typhimurium, GFP reporter (AID 1863). S. Typhimurium PhoP-regulated promoter GFP reporter, 4 h; higher % means a stronger effect. inhibition, % at 50 µM, or IC50 in µM where a hit was titrated. actives 0.16% (n = 300,000);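 active means inhibition over 29.93%, a cutoff 3 SD above the screen mean, later confirmed by dose response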;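 further: 0% = low Mg2+ inducing control and 100% = high Mg2+ repressing control; strong numbers were not always called active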
West Nile virus CPE – West Nile virus antiviral activity, cell-based, CPE readout (AID 1621); West Nile virus-infected cells, CPE inhibition; higher % means a stronger effect; CPE inhibition, % at 10 µM, or IC50 in µM where a hit was titrated; actives 0.02% (n = 290,000); in the data active means a potency from the dose series; further: strong numbers were not always called active
Dengue-2 NS5 capping – flavivirus cap methylation enzyme inhibition – biochemical, confirmation dose response, primary screen (AID 588689). actives 0.3% (n = 340,000). Dengue-2 NS5 methyltransferase capping enzyme assay, biochemical; higher % means a stronger effect. one-dose inhibition, % at 25 µM; IC50 in µM for titrated hits; in the data active means a potency from the dose series
RSV antiviral HEp-2 – inhibition of RSV-induced cytopathic effect – HEp-2 cells, primary 10 µM value included (AID 2391) | HEp-2 cells, RSV-induced CPE inhibition; higher % means a stronger effect | one-dose CPE inhibition, % at 10 µM; IC50 in µM for titrated hits | actives 0.13% (n = 310,000); in the data active means a potency from the dose series; further: strong numbers were not always called active
T cell modulator vesicle-bound % – further read-out of T cell modulator, marked with its call; double positive events, %; measured here: CD8+ vesicle-bound cell fraction;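 binding gate set so that unloaded-vesicle control wells show 10% double positive cells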
NTR1 agonist cell count 20 µM – second read-out of NTR1 agonist, no call of its own (marks repeat the call); cell count; measured here: cell count, cytotoxicity flag
Dengue-2 NS5 capping pilot replicate – also measured in Dengue-2 NS5 capping; calls as there; inhibition, %; measured here: pilot screen replicate inhibition
An asterisk follows results filed as active; i = inactive; . = no result given; [ ] = dose if it differs, or a comment.

SMILES | SV40 large T antigen | NTR1 agonist | NTR1 agonist cell count 20 µM | T cell modulator | T cell modulator vesicle-bound % | MgcRacGAP inhibition | K1F lysis inhibition | Salmonella PhoP GFP | West Nile virus CPE | Dengue-2 NS5 capping | RSV antiviral HEp-2 | others
CCc1ccc(NC(=S)N(Cc2ccccc2)Cc2ccccn2)cc1 | 20% | 5.7 | 52 | i | 30 | 3% | 0.2% | -4% | -1.5% | -4% | 6.8%
CCn1cc(C(C)NC(=O)COc2ccc(Cl)cc2C)c(C)n1 (centres undefined) | 11% | 2.6 | 48 | i | 13 | 4% | 0.4% | -11% | -0.9% | -5% | 0.3%
CCCN(C(=O)COC(=O)CCOc1ccccc1C)c1c(N)n(Cc2ccccc2)c(=O)[nH]c1=O | 15% | 1.4 | 66 | i | 7 | 6% | -0.1% | -7% | -0.4% | -6% | 1.8%
Cc1onc(-c2c(Cl)cccc2Cl)c1C(=O)N1CCN(c2ccccc2)CC1 | 8% | 1.2 | 76 | i | 46 | 5% | 0.1% | 1% | -0.6% | -8% | 2.5%
COC(=O)c1sccc1NC(=O)Nc1ccc(C(C)=O)cc1 | 17% | 2.4 | 63 | i | 36 | 10% | 0.7% | -3% | -0.5% | -9% | 0.8%
COc1ccc(CNC(=O)c2sccc2C)cc1 | -11% | 3.4 | 52 | i | 39 | 2% | 1.3% | 0% | 0.0% | -4% | 0.3%
Nc1ncnc2c1ncn2[C@H]1C[C@H](O)[C@@H](COP(=O)(O)O)O1 | 0% | 3.1 | 57 | i | 30 | 5% | -0.6% | -1% | 0.9% | 2% | 0.6%
Cn1sc(NC(=O)c2ccccc2)nc1=O | 6% | -1.5 | 72 | i | 31 | 13% | 0.2% | -18% | 0.1% | -2% | -1.4%
CCc1ccccc1NC(=O)CSc1nnc(Cn2nnc3ccccc32)n1C | 5% | -0.9 | 60 | i | 20 | -4% | 3.6% | 1% | 0.3% | 0% | 0.9%
O=C1Nc2ccccc2C1(O)c1ccccc1 (centres undefined) | 13% | -0.9 | 91 | i | 58 | 0% | -0.1% | 0% | 0.3% | -5% | 0.5%
O=C(NCc1ccco1)c1ccccc1O | 11% | -0.8 | 80 | i | 54 | 3% | -0.5% | 2% | -0.7% | 3% | 0.5%
Cc1ccc(NC(=O)c2cnccn2)cc1C | 7% | -0.7 | 68 | i | 61 | -7% | -0.3% | -2% | 0.1% | -8% | 0.6%
CS(=O)(=O)N1CCN(C(=S)NCc2ccc(F)cc2)CC1 | 9% | -0.8 | 44 | i | 39 | 5% | 4.6% | 7% | 0.3% | -2% | 0.8%
CN(CC(=O)Nc1ccccc1Br)C(=O)Cn1[nH]c(=O)c2ccccc2c1=O | . | 0.2 | 63 | i | 17 | 6% | 0.5%[50 µM] | . | . | 2% | -2.0%
O=C(c1ccc(COc2ccc(Cl)cc2)o1)N1CCN(Cc2ccc3c(c2)OCO3)CC1 | 6% | 7.0 | 63 | i | 29 | 3% | 4.4% | 10% | -0.8% | -4% | 3.2%
Oc1cc(-c2cccnc2)cc2cccnc12 | . | 3.3 | 62 | i | 43 | 9% | -10% | . | . | -2% | -1.8%
O=C(NC1=NCCS1)c1ccccc1Cl | 11% | 1.6 | 60 | i | 66 | 0% | -0.1% | -1% | 0.5% | -2% | -0.8%
COc1ccccc1CNS(=O)(=O)c1ccc(S(=O)(=O)NC2CC2)cc1 | 3% | -0.3 | 47 | i | 19 | 7% | 0.5% | 6% | -0.4% | -1% | 0.4%
CC1(C)CC2(CCCN3C(=O)CSC32)CCS1 (centres undefined) | 4% | 0.7 | 43 | i | 44 | 14% | 0.2% | -4% | 0.2% | -3% | 0.2%
Cc1cc(=O)n(-c2ccc(Cl)cc2)c(=O)[nH]1 | 2% | 4.2 | 64 | i | 31 | 3% | 0.2% | -9% | 1.3% | -2% | 0.3%
O=C(CN1C(=O)/C(=C/c2ccc(Cl)cc2)SC1=S)NC1C=CS(=O)(=O)C1 (centres undefined) | 22% | 6.8 | 50 | i | 15 | 3% | 0.3% | -5% | 0.6% | 2% | 0.3%
O=C(CCN1C(=O)/C(=C/c2ccccc2)SC1=S)Nc1cccnc1 | 10% | 6.2 | 73 | i | 53 | -1% | -0.1% | -5% | -0.9% | 5% | 0.1%
O=S(=O)(Nc1ccccc1Cl)c1ccc(-c2ccccn2)s1 | 5% | -1.4 | 47 | i | 43 | 5% | -0.8% | . | . | -3% | 1.1%
COc1ccc2nc(NC(=O)CSc3nnnn3C)sc2c1 | . | -1.1 | 48 | i | 19 | -27% | 0.2% | . | 0.3% | -15% | 2.4%
CCc1cccc(NC(=S)Nc2cccc3ccccc23)c1 | 1% | 4.8 | 47 | i | 66 | 5% | -0.2% | -6% | -0.3% | 7% | 2.2%
SMILES | SV40 large T antigen | NTR1 agonist | NTR1 agonist cell count 20 µM | T cell modulator | T cell modulator vesicle-bound % | MgcRacGAP inhibition | K1F lysis inhibition | Salmonella PhoP GFP | West Nile virus CPE | Dengue-2 NS5 capping | RSV antiviral HEp-2 | others
Cc1ccc(-n2ncc3c2CCCC3NC(=O)CCc2c(C)noc2C)cc1C (centres undefined) | 5% | 1.3 | 69 | i | 66 | 8% | 0.1% | -4% | -1.0% | 7% | 3.1%
O=C(c1ccc(NS(=O)(=O)c2ccc(Cl)c(Cl)c2)cc1)N1CCOCC1 | . | -1.2 | 52 | . | . | 15% | 1.1%[50 µM] | . | . | -4% | .
COc1ccccc1N(C)S(=O)(=O)c1ccc(Cl)c(C(=O)NCC2(N(C)C)CCCCC2)c1 | 11% | 0.4 | 61 | i | 40 | 5% | 3.1%[50 µM] | 6% | . | -4% | -0.4%
Cc1ccccc1Cc1c(C)nc2nc(SCC(=O)NCCCN3CCCCC3)nn2c1C | 6% | -0.2 | 36 | i | 24 | 5% | 0.0% | 4% | -0.6% | 7% | 0.2%
CC(=O)N1CCOc2ccc(S(=O)(=O)Nc3ccc(Cl)cn3)cc21 | 11% | -1.1 | 60 | i | 5 | 7% | -0.1% | -10% | 0.0% | -2% | 1.5%
CCn1cc(Br)c(C(=O)Nc2ccc(F)cc2F)n1 | 16% | -0.5 | 57 | i | 26 | -4% | 0.0% | . | 0.3% | 4% | -0.5%
CN(C(=O)COC(=O)COc1ccc(Cl)cc1Cl)c1c(N)n(Cc2ccccc2)c(=O)[nH]c1=O | 14% | -1.3 | 54 | i | 32 | 3% | 3.3%[50 µM] | -8% | . | -6% | -1.1%
Cc1nnc(-n2ncc(C#N)c2N)c2nn(-c3cccc(Cl)c3)c(C)c12 | 8% | -0.7 | 71 | i | 33 | 6% | 0.0% | 3% | -0.3% | 2% | -1.2%
COc1ccc(N(CC(=O)N2CCOCC2)S(C)(=O)=O)cc1Cl | 7% | 1.2 | 49 | i | 36 | 7% | 0.3% | 9% | 0.2% | -2% | 2.1%
O=C(CSc1nc2ccccc2o1)c1ccccc1 | 10% | -0.1 | 64 | i | 48 | 6% | 0.5% | -2% | -0.1% | 0% | 1.1%
O=C1c2ccccc2[C@@H]2C[C@@H](O)[C@H](Nc3ccccc3)CCN12 | . | 0.4 | 53 | . | . | 8% | 0.2% | . | . | 0% | . | Dengue-2 NS5 capping pilot replicate=1.2
Cc1ccnc(NS(=O)(=O)c2ccc(NC(=O)CCc3ccccc3)cc2)n1 | 3% | 1.0 | 44 | i | 29 | 1% | 0.0% | 6% | -0.3% | 4% | -0.1%
CC(=O)N1CCN(c2nnc(-c3ccc(C)cc3)c3ccccc23)CC1 | 13% | -1.9 | 85 | i | 27 | 4% | -0.3%[50 µM] | -4% | -1.7% | -7% | 2.1%
O=S(=O)(Nc1nc2ccc(Cl)cc2s1)c1cccs1 | 12% | -1.2 | 50 | i | 31 | 8% | -0.2% | -9% | 0.1% | -11% | 7.2%
CCCSc1ccc([C@H]2N[C@@](C)(C(=O)OC)[C@H]3C(=O)N(C)C(=O)[C@@H]23)cc1OC | 16% | 0.7 | 94 | i | 20 | 7% | 3.7% | 9% | . | -4% | 0.1%
Cc1cccc(Nc2nc(N)c(C#N)c(CC#N)c2C#N)c1 | 21% | 1.2 | 66 | i | 3 | 7% | 0.2% | 26% | -0.8% | -1% | 2.6%
c1coc(-c2nnc(-c3ccc4c(c3)OCO4)o2)c1 | 12% | -0.9 | 86 | . | . | . | . | -7% | 0.0% | . | .
O=C(C1CCCC1)N1CCCC(Nc2ccc(F)cc2)C1 (centres undefined) | 9% | -0.7 | 68 | i | 10 | 8% | 1.3%[50 µM] | -4% | -0.5% | -1% | 1.4%
COc1ccc(OCCn2cc(/C=C(\C#N)C(=O)NCc3ccco3)c3ccccc32)cc1 | 6% | 3.7 | 41 | i | 43 | 3% | 2.6% | 3% | -0.6% | -4% | 1.2%
NNC(=O)C1COc2cc3ccccc3cc2O1 (centres undefined) | 0% | -0.9 | 56 | i | 60 | 10% | 0.2% | -8% | 0.7% | 0% | 1.0%
CCN1CCN(S(=O)(=O)c2ccc(Cl)c(C(=O)Nc3nnc(CC(C)C)s3)c2)CC1 | 0% | 2.1 | 40 | i | 60 | 12% | 1.4% | 1% | -0.6% | -3% | -1.1%
Cc1c(C)n2c3c(cccc13)CC2 | 0% | -0.3 | 32 | i | 0 | 1% | -0.4% | -9% | 0.1% | -2% | -0.1%
COC(=O)c1ccccc1NC(=O)C1CCN(S(=O)(=O)c2cc(OC)ccc2OC)CC1 | 22% | 0.8 | 48 | i | 50 | 7% | 0.0% | -4% | -0.5% | -10% | 4.7% | Dengue-2 NS5 capping pilot replicate=3.0
O=C(NCCO)NC(=S)c1ccccc1 | . | -0.8 | 74 | i | 44 | 4% | 0.0% | 27% | 0.5% | -4% | 2.8%
COC(=O)CN1C(=S)N(c2ccc(OC)cc2)C(=O)/C1=C/c1ccc(OC)cc1 | 7% | 4.1 | 81 | i | 25 | 10% | 0.3% | 5% | 0.1% | -7% | 1.6%
COc1ccc(-c2nnc(SCC(=O)c3cccs3)o2)cc1 | 23% | 0.3 | 59 | i | 43 | 6% | -0.1% | -7% | 0.3% | -8% | 1.2%
N#Cc1cccc(C(=O)N(CCc2ccccc2)Cc2cccs2)c1 | 3% | 0.3 | 38 | i | 26 | 5% | -0.4% | 1% | -1.1% | -7% | 2.9%
CN1CCN(C(N)=NC(=O)c2ccccc2)CC1 | 10% | 1.0 | 63 | i | 29 | -10% | 5.0% | -9% | 0.5% | 1% | 1.6%
